ADAM17 inh: inhibitors of human ADAM17; recombinant ADAM17, EDANS/DABCYL FRET peptide cleavage; inhibition, % at 6.95 µM; 370,000 tested, 0.83% active;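 active = inhibition above the mean of compounds lying between control limits plus 3 SD, set per campaign, cut at about 8.5% in these data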;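 note: 0% = DMSO-only wells as the low control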
SMARCA2 act: SMARCA2 function activation, primary screen. activation, % at 9.1 µM. AID 652017. 370,000 tested, 1% active. MG213 cells, MMTV-luciferase reporter, dexamethasone, overnight; in the data active = activation above about 7.8%;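 note: 0% = vehicle wells and 100% = reference activator wells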
DAX1 inh-1: inhibits human nuclear receptor DAX1 | P51843 | HEK293 Gal4-DAX1 luciferase reporter, luminescence | inhibition, % at 6.75 µM | 340,000 tested, 0.99% active | AID 504766;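 active = inhibition above the mean over all tested compounds plus 3 SD, cut at about 4.2% in these data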;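 note: 0% = DAX1-transfected cells with DMSO and 100% = empty-vector control cells with DMSO; inhibition shows as a rise in luminescence from relieved DAX1 repression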
DAX1 inh-2: inhibitors of DAX1 repression of SF-1 activated StAR promoter | inhibition, % at 6.8 µM | HEK293T StAR-luciferase reporter, SF-1/DAX-1 repression relief | 370,000 tested, 1.1% active | AID 652010;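 active = inhibition above the mean over all tested compounds plus 3 SD, cut at about 3.6% in these data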;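 note: 0% = DAX-1 cells with DMSO and 100% = cells lacking DAX-1 with DMSO; higher inhibition means more luminescence from relief of DAX-1 repression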
PG9 Ab binder: PG9 antibody binding by small molecule | TR-FRET gp120-PG9 antibody binding | 360,000 tested, 0.43% active | AID 624416 | inhibition, % at 6.7 µM; in the data active = inhibition above about 8.5%
NPR1 activator: GC-A (human) enzyme activation; AID 1671463; activation, % at 10 µM; HEK293 GC-A cells, cGMP TR-FRET, EC30 ANP; 0% at EC30 ANP, 100% saturating ANP; 370,000 tested, 0.14% active; P16066; in the data active = activation above about 40%
Target sequence (P16066 whole entry, looked up): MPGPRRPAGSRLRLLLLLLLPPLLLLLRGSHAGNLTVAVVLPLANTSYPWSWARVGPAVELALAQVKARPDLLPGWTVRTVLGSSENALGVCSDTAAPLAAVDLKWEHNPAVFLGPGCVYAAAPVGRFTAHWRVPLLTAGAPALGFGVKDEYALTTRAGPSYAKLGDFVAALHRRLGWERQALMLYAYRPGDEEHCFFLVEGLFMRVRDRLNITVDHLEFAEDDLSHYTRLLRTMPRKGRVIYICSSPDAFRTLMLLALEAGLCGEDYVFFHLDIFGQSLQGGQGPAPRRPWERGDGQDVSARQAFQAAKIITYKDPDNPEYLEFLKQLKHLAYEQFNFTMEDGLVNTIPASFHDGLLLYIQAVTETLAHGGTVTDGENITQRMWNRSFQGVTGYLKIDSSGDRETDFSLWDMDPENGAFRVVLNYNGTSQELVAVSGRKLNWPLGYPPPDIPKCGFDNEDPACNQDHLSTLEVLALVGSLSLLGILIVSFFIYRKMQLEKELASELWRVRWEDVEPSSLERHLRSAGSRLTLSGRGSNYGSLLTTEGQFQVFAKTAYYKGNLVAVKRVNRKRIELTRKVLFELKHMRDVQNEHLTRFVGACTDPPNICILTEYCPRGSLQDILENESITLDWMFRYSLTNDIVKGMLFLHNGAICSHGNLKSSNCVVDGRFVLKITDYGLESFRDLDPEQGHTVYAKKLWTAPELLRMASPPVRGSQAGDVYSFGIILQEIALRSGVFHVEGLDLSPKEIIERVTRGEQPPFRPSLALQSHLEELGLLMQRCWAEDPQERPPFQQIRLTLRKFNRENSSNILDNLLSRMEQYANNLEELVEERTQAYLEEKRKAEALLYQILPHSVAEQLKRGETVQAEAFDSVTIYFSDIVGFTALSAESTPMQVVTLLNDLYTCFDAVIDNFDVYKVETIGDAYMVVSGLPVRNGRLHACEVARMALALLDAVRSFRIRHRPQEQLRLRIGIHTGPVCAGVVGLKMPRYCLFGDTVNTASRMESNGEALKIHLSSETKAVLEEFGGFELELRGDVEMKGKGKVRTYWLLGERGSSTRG
hgDAF-12 ag: hgDAF-12 agonism, primary luciferase screen | HEK293 GAL4-hgDAF12 UAS-luciferase reporter, agonist luminescence; normalized to butyrate control | activation, % at 6.8 µM | 370,000 tested, 1.8% active | AID 687014;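 active = activation above a cutoff set at the mean of all screened compounds plus 3 SD, cut at about 10% in these data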;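 note: 0% = DMSO wells and 100% = sodium butyrate wells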
ADAM10 inh: inhibitors of human ADAM10. AID 720582. O14672. 370,000 tested, 0.62% active. inhibition, % at 7 µM. recombinant ADAM10, EDANS/DABCYL FRET peptide cleavage, 3 h;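 active = inhibition above a per-campaign cutoff equal to the mean of compounds falling between control-based bounds plus 3 SD, cut at about 20% in these data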;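 note: 0% = DMSO wells while the 100% control is not disclosed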
hcDAF12 agonist: activates DAF-12 receptor from parasite H. contortus | HEK293 hcDAF-12 lit1-tk-luc reporter, luminescence; 0% DMSO, 100% Δ7-dafachronic acid | activation, % at 6.8 µM | 370,000 tested, 1.4% active;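 active = activation above the mean of all tested compounds plus 3 SD, cut at about 5.5% in these data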;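 note: 100% = response to 3 µM Δ7-dafachronic acid high control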
GAA850 FXN act: increases GAA850 frataxin promoter reporter activity | HEK293 lucGAA850 FXN promoter luciferase reporter, 24 h; percent of 10 µM SAHA response | activation, % at 6 µM | 360,000 tested, 0.56% active;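 active = activation above the average of all compounds screened plus 3 SD, cutoff fixed separately per campaign, cut at about 7.5% in these data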;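 note: 0% = DMSO wells and 100% = 10 µM SAHA wells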
ssDAF12 agonist: activates DAF-12 receptor from parasite S. stercoralis; 370,000 tested, 1% active; AID 652126; activation, % at 6.8 µM; HEK293 ssDAF-12/GRIP1 lit1-tk-luc reporter, luminescence; % of 3 µM dafachronic acid response;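 active = activation above the mean over all tested compounds plus 3 SD, cut at about 0.9% in these data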;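 note: 0% = DMSO-only wells and 100% = 3 µM delta7-dafachronic acid wells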
* hit, by the source's call; x = no result given.

SMILES | ADAM17 inh | SMARCA2 act | DAX1 inh-1 | DAX1 inh-2 | PG9 Ab binder | NPR1 activator | hgDAF-12 ag | ADAM10 inh | hcDAF12 agonist | GAA850 FXN act | ssDAF12 agonist
COc1ccc(Cc2c(C3CCCCC3)nc3ccc(Cl)cn23)c(C)c1 | 1.0 | -4.0 | x | 0.9 | -0.8 | 4.7 | 5.6 | -9.5 | -1.6 | x | -0.6
Oc1ccc2ccccc2c1Br | -7.3 | -4.5 | -1.5 | -0.3 | 1.9 | 7.1 | 0.7 | -15.3 | 1.3 | -1.7 | -0.9
COC(=O)c1ccc2[nH]c(CO)c(-c3ccccc3)c2c1 | -3.2 | 2.1 | 0.5 | -1.0 | 0.4 | -5.4 | 2.2 | -3.0 | 1.1 | -0.6 | -1.3
N#Cc1c(-c2ccccc2)nc2n(c1=O)CCS2 | -4.7 | -2.5 | -0.2 | 0.1 | -1.2 | 0.3 | -0.6 | 1.9 | -0.7 | -2.9 | -0.8
CCCCc1nc(N2CCOCC2)c(C#N)c2c1CCCC2 | -8.3 | -3.1 | 0.6 | 0.5 | -0.6 | 7.2 | -1.3 | -38.1 | -1.5 | 3.7 | -1.1
CCOC(=O)c1[nH]c2ccc(F)cc2c1NC(=O)C(C)N1CCc2cc(OC)c(OC)cc2C1 (stereo not given) | -8.1 | -1.0 | -1.4 | -1.5 | -0.5 | -3.5 | 1.1 | -24.9 | -3.2 | -3.3 | -1.7
CC(C)C1=C2OC(N)=C(C#N)C(C#N)=C2C(C)CC1 (stereo not given) | -79.8 | -3.3 | 0.5 | 0.0 | -1.4 | 6.6 | 0.6 | -301.4 | 0.5 | 1.6 | -0.6
Cc1ccc(S(=O)(=O)Cc2ccc(C(=O)N3CCCCCC3)o2)cc1 | -3.5 | -1.4 | -0.4 | -0.3 | -0.8 | 0.3 | -1.9 | -8.2 | -1.6 | -0.9 | -1.4
CCOc1ccc(N2C(=O)c3ccccc3C2O)cc1 (stereo not given) | 1.8 | 4.1 | 2.5 | 3.8* | -2.8 | 0.3 | 20.1* | 7.4 | 3.7 | 1.3 | -0.4
CCCn1nnc(NC(=O)c2cc3ccccc3o2)n1 | -2.4 | 7.5 | 5.7* | 2.7 | -1.9 | 2.6 | 9.3 | 5.6 | 3.5 | 5.3 | -0.7
O=C(NCc1cccs1)c1ccc(Cl)s1 | -5.9 | -1.4 | -0.1 | 0.5 | -0.8 | -3.5 | 3.0 | 0.9 | -0.9 | 2.1 | -1.1
CCOC(=O)C1(Cc2cccc(Cl)c2)CCCN(C(=O)c2ccoc2C)C1 (stereo not given) | -1.1 | -2.5 | -0.2 | -0.9 | 1.4 | -2.8 | 1.3 | -17.9 | -1.0 | -2.2 | -1.3
CC1=C(C(=O)NCCN2CCN(C)CC2)C2(CCC(C)CC2)OC1=O (stereo not given) | 1.3 | -2.9 | -0.5 | -0.4 | 0.0 | 3.5 | 0.2 | 4.6 | -0.1 | 0.1 | -0.7
O=C(CN1C(=O)CC(c2ccco2)Sc2ccccc21)Nc1ccc2c(c1)OCCO2 (stereo not given) | -3.2 | -2.2 | -1.2 | 0.9 | 0.4 | 4.0 | -2.3 | 9.8 | -0.3 | 2.1 | -1.8
CCOCCCNC(=O)c1ccc(N2CC3CC(C2)c2cccc(=O)n2C3)c(NC(=O)Nc2cccc(OC)c2)c1 (stereo not given) | -3.2 | 0.6 | 0.5 | -0.1 | -2.9 | 1.1 | -1.8 | -4.7 | 0.1 | -4.0 | -1.3
CC(C)(C)Nc1nc(-c2ccccn2)nc2ccccc12 | -6.1 | -2.0 | -4.7 | -1.9 | -3.1 | 18.7 | -8.9 | -14.5 | -3.6 | -7.5 | -1.5
COc1cc(C(=O)Nc2cc(S(=O)(=O)N3CCOCC3)ccc2N2CCOCC2)ccc1OC(F)F | 1.4 | 5.8 | 0.0 | 0.5 | -2.1 | -4.1 | -2.5 | 5.5 | -1.5 | 1.4 | -1.7
CCOC(=O)N1CCC(NC(=O)c2sc(-n3cccc3)nc2C)CC1 | -2.7 | -3.9 | 0.5 | 0.7 | 0.3 | -4.0 | -0.3 | -3.1 | -0.2 | 0.7 | -1.1
O=C(c1ccc(Br)o1)N1CCCc2ccccc21 | -0.7 | -0.9 | 0.3 | -0.6 | -1.1 | -0.2 | -2.1 | 6.5 | -1.6 | 3.6 | -1.0
O=C1COc2ccc(C(=O)COC(=O)c3cc(S(=O)(=O)N4CCOCC4)ccc3F)cc2N1 | -9.2 | -0.7 | 1.7 | 0.2 | -2.6 | 16.3 | 2.0 | -5.0 | 2.0 | 1.0 | -0.9
Cc1ccc(NC(=O)CN(C)Cc2nc3c(Br)cc(Br)cc3c(=O)[nH]2)cc1 | -5.1 | -1.5 | -0.6 | -0.4 | 0.6 | -1.1 | -1.1 | -6.8 | -1.6 | 1.7 | 0.0
COc1cc(CNc2ccc3[nH]c(=O)[nH]c3c2)ccc1OCC(=O)NC(C)(C)C | -5.3 | -1.4 | -0.8 | -0.7 | -8.0 | -12.0 | -0.6 | -25.9 | -1.5 | 1.5 | -1.2
CC(=O)c1ccc(OC2(C)CCN(Cc3ccccc3OC(F)F)C2)cc1 (stereo not given) | -2.8 | -6.0 | x | -0.3 | -1.9 | 1.1 | -0.7 | 1.8 | 1.1 | -1.1 | -1.1
O=C(NCCCC1CCCC1)C1CCC(=O)N(Cc2cccc(F)c2)C1 (stereo not given) | 1.8 | 0.6 | 0.6 | -0.8 | -2.0 | -4.6 | -2.7 | 6.1 | -0.1 | 1.1 | -0.9
CC(C)CCNC(=O)CCn1nc(-c2ccc(Cl)cc2)ccc1=O | -0.6 | -1.9 | 1.1 | 0.5 | -1.9 | -15.0 | -1.2 | -2.3 | -2.5 | -0.1 | -0.9
CC(C)CCC(=O)Nc1cc(S(=O)(=O)N2CCOCC2)ccc1N1CCCC1 | -3.2 | -1.5 | 0.0 | -0.6 | -1.6 | 3.4 | -0.8 | -13.3 | -0.1 | -1.4 | -1.4
CC(C)c1ccc(CN2CCC(C(=O)NCc3cccnc3)CC2)cc1 | -2.9 | -1.4 | -1.7 | -0.1 | -0.6 | 4.5 | -3.4 | -1.6 | -0.8 | 2.2 | -0.7
O=C(CCc1ccc(S(=O)(=O)NCc2ccccc2)cc1)NCc1ccc2c(c1)OCO2 | -3.9 | -2.6 | 0.4 | -0.4 | -0.2 | 1.3 | 0.1 | -1.8 | -1.9 | -1.7 | -1.5
CCOC(=O)c1sc(=S)n(CC)c1NC(=O)c1ccccc1 | -1.2 | -1.7 | x | 0.1 | -2.6 | 8.2 | 1.4 | 4.9 | -1.5 | 1.2 | -1.3
O=C(O)C1CCN(S(=O)(=O)c2ccc(N3CCC(O)CC3)c([N+](=O)[O-])c2)CC1 | -7.0 | -2.1 | 1.8 | -0.1 | -0.1 | -1.9 | 3.7 | -7.1 | 0.2 | -0.3 | -0.3
N#C/C(C(=O)Nc1ccc(Cl)cc1)=C(/S)Nc1ccccc1 | 1.1 | 0.0 | -1.0 | -0.2 | 2.3 | 58.3* | 0.7 | 9.7 | -0.8 | 0.1 | -1.2
CCOc1cc(/C=N/N2CCOCC2)ccc1OCc1ccc(C(=O)OC)o1 | -2.1 | -0.7 | 0.8 | -1.6 | 0.6 | -2.5 | -0.6 | 1.4 | -1.6 | 0.2 | -1.9
COc1cccc(NC(=O)COC(=O)CCCc2c[nH]c3ccccc23)c1 | 5.2 | 3.3 | 0.6 | -0.1 | 1.6 | -0.2 | 0.7 | 13.4 | 2.0 | -0.4 | -0.8
CCC1S/C(=C(\C#N)C(=O)NCc2ccco2)N(c2ccc(Br)cc2)C1=O (stereo not given) | -2.2 | 1.6 | 1.5 | -0.6 | -0.6 | -0.7 | -0.2 | -1.2 | 1.7 | -1.4 | -0.5
CC(C)c1ccc(OCCCCN2CCCCC2)cc1 | -2.3 | -1.5 | -0.1 | 0.3 | -0.8 | -2.1 | 2.4 | -15.2 | -1.4 | -0.3 | -1.7
CC(NCc1cccc(S(=O)(=O)N(C)C)c1)c1ccc(F)cc1 (stereo not given) | -1.6 | 3.7 | 1.8 | 0.9 | -1.5 | -2.6 | -3.6 | 6.4 | -0.3 | 0.1 | -1.3
O=C(NNC1CC(=O)N(c2ccccc2)C1=O)c1ccccc1Cl (stereo not given) | -2.9 | -0.5 | 1.0 | 0.0 | -0.9 | 1.2 | 1.1 | -2.9 | 0.1 | 1.7 | -0.7
CCOC(=O)C1=C(c2ccccc2)NC(SC)=C(C#N)C1c1cccnc1 (stereo not given) | -3.3 | -1.6 | -0.4 | 0.2 | 0.4 | -13.6 | 0.2 | -6.5 | -0.6 | 1.4 | -1.0
Cc1nn(C)c(C)c1CCC(=O)N1CCCC(N2CCN(c3ccc(F)cc3)CC2)C1 (stereo not given) | 1.7 | 1.0 | 0.1 | 0.3 | -2.3 | 2.6 | 1.3 | -5.9 | 0.5 | -1.2 | -1.1
CCn1c2ccccc2c2cc(NC(C)=O)ccc21 | -3.0 | 7.4 | -1.0 | -0.9 | -1.3 | -6.3 | -0.2 | -7.5 | -1.2 | 0.2 | -1.6

Reformatted with two lines to a compound: two of the compounds above.
Order of values – ADAM17 inh, SMARCA2 act, DAX1 inh-1, DAX1 inh-2, PG9 Ab binder, NPR1 activator, hgDAF-12 ag, ADAM10 inh, hcDAF12 agonist, GAA850 FXN act, ssDAF12 agonist
Cc1nn(C)c(C)c1CCC(=O)N1CCCC(N2CCN(c3ccc(F)cc3)CC2)C1 (stereo not given)
 : 1.7, 1.0, 0.1, 0.3, -2.3, 2.6, 1.3, -5.9, 0.5, -1.2, -1.1
CCn1c2ccccc2c2cc(NC(C)=O)ccc21
 : -3.0, 7.4, -1.0, -0.9, -1.3, -6.3, -0.2, -7.5, -1.2, 0.2, -1.6

The list goes on:
SMILES | ADAM17 inh | SMARCA2 act | DAX1 inh-1 | DAX1 inh-2 | PG9 Ab binder | NPR1 activator | hgDAF-12 ag | ADAM10 inh | hcDAF12 agonist | GAA850 FXN act | ssDAF12 agonist
CCCCN(CC)CCNc1c(N2CCN(C(=O)OCC)CC2)c(=O)c1=O | -2.6 | -0.1 | 0.6 | 0.6 | -2.7 | 2.0 | -1.1 | -1.5 | -0.3 | 2.0 | -1.0
Cc1ccc(NC(=O)NCCCN2CCCC2=O)c(C)c1 | -0.6 | -1.7 | 0.1 | 0.2 | -2.1 | 3.2 | -3.0 | 0.0 | -1.0 | -1.5 | -1.1
c1ccc(Nc2n[nH]nc2-c2ccccc2)cc1 | -0.7 | -0.1 | -0.3 | -0.4 | -1.1 | 0.9 | -1.1 | 1.8 | 4.1 | 3.1 | -0.5
CC(=O)Oc1ccc(C(=O)Nc2cccnc2)cc1 | -0.4 | 3.5 | 1.2 | 0.2 | -1.4 | 4.8 | -0.1 | 5.5 | -1.2 | 0.1 | -1.7
COc1ccc(-n2c(C)nc3sc4c(c3c2=O)CCC4)cc1 | 0.9 | -1.4 | x | 0.0 | -1.8 | -2.7 | -1.4 | -0.7 | 3.5 | 2.4 | -0.7
Cc1noc(C)c1CSCC(=O)Oc1ccc(N(C)S(=O)(=O)c2ccccc2)cc1 | -1.7 | -1.8 | 0.0 | 0.8 | 1.8 | 1.1 | -0.1 | 0.7 | 0.8 | -0.4 | -1.1
COc1ccc(C(=O)NCc2cc(C)nc3ccccc23)cc1OC | -2.4 | -6.8 | -0.4 | -1.1 | -0.3 | -7.1 | -0.6 | -7.9 | -2.2 | -0.5 | -1.7
